iPSC survival up: enhancers of single-cell hiPSC survival, primary screen, ATPlite luminescence. 100% = ROCK inhibitor wells, 0% = DMSO. survival enhancement, % at 20 µM. hit rate 0.044% among 360,000. AID 602274, 2012; in the data active = survival enhancement above about 18%;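 also: cells exposed to compounds for 16 hours before the ATP read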
TRPM1 prom inh: inhibitors of MITF-dependent TRPM1 promoter reporter, primary screen, cell-based, SK-MEL-5, single point, luciferase; inhibition, % at 12.5 µM; AID 488899, 2010; SK-MEL-5 TRPM1 promoter luciferase, 24 h; hit rate 0.83% among 330,000;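 active = mean inhibition across replicates of 60% or more, whatever share of single replicates reaches that level; inconclusive = some that reach 60%, reason not given; inactive = mean inhibition across replicates below 60%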; also: values of inactives mirror those of a sister screen read the other way
Granule exo inh: LAMP-1 surface exposure blockers, TALL-104 cells – cell-based, flow cytometry, MLPCN library, primary screen. TALL-104 LAMP-1 surface exposure; cells stimulated with thapsigargin and PMA. inhibition, % at 10 µM. hit rate 0.66% among 360,000;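 active = inhibition above about 55%, limit read from the data; inconclusive = no clear call, values can overlap the other calls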
NR2E3 ag-1: NR2E3 agonists in two-hybrid cells, primary screen, cell-based, luminescence, CHO-S, Gal4-NCOR/VP16-NR2E3; luciferase; inhibition of corepressor binding, % at 3.98 µM; AID 602229, 2012; hit rate 0.35% among 360,000;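 active = inhibition above the mean of all tested compounds plus 3 SD, cut at about 70% in these data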;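 also: 0% = DMSO with NR2E3 transfected cells and 100% = cells lacking NR2E3 construct; higher means lower luciferase signal from less NR2E3 corepressor binding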
Target sequence (Q9Y5X4 whole entry, looked up, the tested form may be a part): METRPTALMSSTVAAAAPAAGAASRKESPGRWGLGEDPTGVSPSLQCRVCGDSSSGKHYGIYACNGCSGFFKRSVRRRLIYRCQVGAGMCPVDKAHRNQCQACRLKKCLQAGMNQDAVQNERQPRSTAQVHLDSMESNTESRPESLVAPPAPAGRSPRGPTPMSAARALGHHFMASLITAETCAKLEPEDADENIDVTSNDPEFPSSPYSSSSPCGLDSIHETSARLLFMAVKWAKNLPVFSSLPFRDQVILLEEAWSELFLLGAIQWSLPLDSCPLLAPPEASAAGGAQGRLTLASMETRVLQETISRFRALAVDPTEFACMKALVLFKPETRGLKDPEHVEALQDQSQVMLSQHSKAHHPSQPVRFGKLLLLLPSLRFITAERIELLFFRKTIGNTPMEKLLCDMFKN
HIF-2a inh: HIF-2a reporter inhibitors, primary screen, luminescence, 786-0 RCC cells | 786-0 RCC cells HIF-2a reporter, luciferase luminescence, overnight | inhibition, % at 18.8 µM | hit rate 0.72% among 360,000;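 active = inhibition of the luminescence signal of 40% or more relative to plate controls, in a single-dose primary screen at 18.75 µM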
CaV13 ICDI inh: Primary screen for inhibitors of IQ motif and Ca2+-dependent inactivation inhibitor domain binding in CACNA1D, Förster resonance energy transfer in living cells, …; inhibition, % at 12.3 µM; hit rate 0.098% among 340,000; HEK cells, CFP/YFP FRET ICDI-IQ, plate reader, 10 min; percent FRET-ratio fall versus neutral wells;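 active = mean replicate inhibition of at least 30% and at least 1% of replicates passing that level; inconclusive = only one of the two criteria is met; inactive = neither criterion is met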;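 also: 0% = median of the neutral control wells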
NR2E3 ag-2: inhibitors of NR2E3-RetCOR corepressor binding, primary screen, NR2E3 agonist project, biochemical, TR-FRET, GST-NR2E3, biotin-RetCOR; hit rate 0.12% among 320,000; 1536-well; Photoreceptor-specific nuclear receptor (Homo sapiens), Q9Y5X4; AID 2300, 2010; inhibition of corepressor binding, % at 4.78 µM;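 active = percent inhibition above the cutoff of mean plus 3 SD of all tested compounds, set per screening campaign, cut at about 20% in these data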;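 also: 0% = DMSO wells and 100% = biotin wells as full block of FRET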
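System: GST-NR2E3 and biotin-RetCOR proteins; probe or stimulus: 7 nM biotin-RetCOR; doses: compound at 4.8 µM, single dose; schedule: Compound–protein incubation for 5 h at 4 °C; detection: time-resolved FRET; read-out: percent inhibition; controls: biotin wells as high control, 0.6% DMSO wells as low control; format: 1536-well plates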
Peg3 promoter: Peg3 promoter-driven luciferase inhibitors, primary screen, cell-based, HeLa, luciferase luminescence. HeLa PEG-Prom luciferase reporter, overnight. inhibition, % at 20 µM. hit rate 1.7% among 360,000;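 active = inhibition of at least 50% at 20 µM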
Vif inh: HIV Vif self-association inhibitors, primary screen, imaging, HEK293T, single point | HEK293T cells, Vif self-association by quenched fluorescence, 24 h | inhibition, % at 7.49 µM | hit rate 0.35% among 340,000 | AID 602346, 2012; in the data active = inhibition above about 50%, passing the limit was not always enough; inconclusive = no clear call, values can overlap the other calls; inactive = below about 31%; also: some results filed as inactive read as strong as hits
PDI inh: inhibitors of human PDI, primary screen, biochemical, turbidity, single point, plate reader | Protein disulfide-isomerase (Homo sapiens), P07237 | PDI insulin aggregation turbidity, A650, 90 min | inhibition, % at 10 µM | hit rate 0.052% among 350,000;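 active = mean inhibition across replicates of 30% or more, whatever share of single replicates reach that level; inconclusive = mean inhibition below 30% while every single replicate reaches 30%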;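 also: absorbance from insulin aggregation driven by PDI reduction with DTT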
Target sequence (P07237 whole entry, looked up): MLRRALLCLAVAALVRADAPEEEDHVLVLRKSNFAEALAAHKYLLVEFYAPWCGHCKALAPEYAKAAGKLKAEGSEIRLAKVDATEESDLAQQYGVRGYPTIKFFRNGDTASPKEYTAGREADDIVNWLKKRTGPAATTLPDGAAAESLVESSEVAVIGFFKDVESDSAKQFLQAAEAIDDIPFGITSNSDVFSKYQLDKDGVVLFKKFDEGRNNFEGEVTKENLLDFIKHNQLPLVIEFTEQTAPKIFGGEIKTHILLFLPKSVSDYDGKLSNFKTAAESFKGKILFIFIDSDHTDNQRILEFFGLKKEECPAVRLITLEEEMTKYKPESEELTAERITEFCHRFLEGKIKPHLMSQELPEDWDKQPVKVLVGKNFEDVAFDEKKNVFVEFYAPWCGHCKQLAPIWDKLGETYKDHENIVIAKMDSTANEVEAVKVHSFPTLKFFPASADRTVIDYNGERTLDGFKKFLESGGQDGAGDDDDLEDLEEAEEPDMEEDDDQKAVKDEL
aDG glyco act: activators of alpha-DG glycosylation, primary screen, uHTS, Pro5-aDG cells, AlphaScreen; hit rate 0.22% among 360,000; AID 624168, 2012; activation, % at 10 µM; alpha-DG glycosylation AlphaScreen (IIH6); 0% Pro5, 100% B10-LARGE cell signal;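 active = activation of at least 8% versus controls, or a plate z-score of at least 8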;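 also: Pro5 are CHO cells carrying HIG-tagged alpha-DG that lacks glycosylation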
* hit, by the source's call; ? = inconclusive; . = not tested or not shown. This is a random part of the collection; about 3.5% have a hit in one of these screens.

Order of values: iPSC survival up	TRPM1 prom inh	Granule exo inh	NR2E3 ag-1	HIF-2a inh	CaV13 ICDI inh	NR2E3 ag-2	Peg3 promoter	Vif inh	PDI inh	aDG glyco act
> CCc1sc(N2C(=O)C3C4CCC(C4=C(C)C)C3C2=O)nc1-c1ccccc1 (stereo not given)
→ 12	11	6	1	15	-4	4	17	-15	-4	-0.3
> Cc1ccc(C)n1N1C(=O)/C(=C\c2ccc(Cl)cc2)SC1=S
→ -1.1	4	4	-3	26	-4	1	20	.	4	0.2
> COc1ccc(-n2ncc3c(NCCCN4CCOCC4)ncnc32)cc1
→ 2.0	-41	3	-13	-88	.	0	-123	1	-9	0.1
> N#Cc1cc2c(nc1SCC(=O)O)CCCCC2
→ 0.6	-9	5	-5	18	-3	4	10	-3	2	0.0
> Cc1cc(C)c2nc(N3CCN(C(=O)c4ccco4)CC3)sc2c1
→ 0.6	-87	1	-62	-230	-5	-1	-400	-1	-2	0.2
> CC(C)OCCCNC(=O)c1cc2c(s1)CS(=O)(=O)C2
→ -1.6	11	12	-8	-1	-8	2	13	0	6	-0.3
> COc1ccc(N=Nc2c(C)[nH]c3ccccc23)cc1
→ -0.1	-26	6	-8	-227	-18	-3	-155	17	12	-0.2
> C[C@H]1CN([C@@H](C)CO)C(=O)CCCn2nncc2CO[C@@H]1CN(C)C(=O)Nc1ccc(N2CCCCC2)cc1
→ -1.6	.	-2	2	-2	-3	.	-5	-4	-3	0.0
> Cc1sc(N)nc1-c1cccs1
→ 0.4	-6	2	-21	-11	-4	-2	-13	-4	7	-0.3
> CC1CCN(C(=O)c2[nH]cnc2C(=O)N2CCN(C(=O)OC(C)(C)C)CC2)CC1
→ 1.9	7	-3	-8	10	-11	1	0	-6	-6	-0.1
> O=C(O)c1cc2ccccc2c2c1C(=O)c1ccccc1-2
→ -2.3	.	-3	-3	11	-26	.	18	.	4	0.0
> CCN(CC)c1ccc(NC(=O)COC(=O)COc2ccccc2[N+](=O)[O-])cc1
→ 1.3	10	0	4	1	-5	1	-9	9	1	0.1
> CCc1nnc(NC(=O)c2cc(S(=O)(=O)N3CCOCC3)ccc2N2CCCCC2)s1
→ -0.3	2	4	-8	13	-2	.	11	-1	0	-0.1
> O=C(/C=C/[C@H]1O[C@@H](n2ccc(=O)[nH]c2=O)[C@H](O)[C@@H]1O)NCCc1cccs1
→ 0.1	.	-2	5	9	-5	.	0	5	.	0.1
> C[C@@H]1CN([C@H](C)CO)C(=O)CCCn2nncc2CO[C@H]1CN(C)Cc1ccc(O)cc1
→ -1.5	.	1	-16	-7	-6	.	-18	-3	1	-0.2
> COc1cc(OC)cc(-c2nnc(SCC(=O)N3CCCC3)o2)c1
→ -2.3	-9	-7	-12	-26	-1	0	-10	.	3	0.0
> CN(C(=O)COC(=O)c1ccc(Cl)cc1N)C1CCS(=O)(=O)C1 (stereo not given)
→ 2.9	0	2	-14	2	.	-4	1	-8	-20	0.1
> COc1ccc(/C=N/NC(=O)c2ccncc2)cc1CN1CCCc2ccccc21
→ -0.7	10	9	-53	7	-7	2	6	6	7	0.2
> CCCN(CC(=O)Nc1ccccc1C)C(=O)c1ccc(OCc2c(C)noc2C)cc1
→ 0.8	9	-2	0	6	-7	.	21	.	-1	0.1
> Cc1cc([N+](=O)[O-])nn1Cc1noc(C(=O)NCCCn2ccnc2)n1
→ 3.5	5	-6	-13	4	-7	0	16	-6	2	-0.2
> CCc1nnc(NC(=O)CSCc2cc(=O)n3ccsc3n2)s1
→ -0.5	4	-7	-13	3	-2	1	8	12	17	-0.1
> COc1ccc(NC(=O)C(NC(=O)c2ccc(=O)[nH]c2)c2ccccc2)cc1 (stereo not given)
→ 0.0	-4	0	-7	-3	-6	-1	1	4	-12	-0.1
> CC(Oc1ccc(Cl)cc1Cl)C(=O)NC1CCSC1=O (stereo not given)
→ -2.1	3	-1	3	0	-2	2	-7	9	-1	-0.2
> C[C@H]1CN([C@@H](C)CO)C(=O)c2cc(Br)cnc2O[C@H]1CN(C)Cc1ccc(Oc2ccccc2)cc1
→ 0.6	.	0	-17	2	-4	.	18	-6	4	0.3
> CC1(C)C2CCC1(C)C(NC1=NCCC1)C2 (stereo not given)
→ 0.2	4	-2	3	6	-4	0	-10	-9	2	0.3
> COc1ccc(Cn2c(C)cc3c(c2=O)C(c2cccs2)C(C#N)=C(N)O3)cc1OC (stereo not given)
→ -0.9	13	1	16	6	-3	1	7	10	-4	-0.1
> NC(=O)C1(N2CCCCC2)CCN(C(=S)Nc2ccccc2)CC1
→ -0.2	10	?	11	8	-17	-2	13	-1	0	-0.3
> O=C(c1cccc(S(=O)(=O)N2CCOCC2)c1)N1CCN(S(=O)(=O)c2cccc([N+](=O)[O-])c2)CC1
→ -0.3	1	0	-16	2	-4	.	13	-1	-9	-0.3
> c1ccc(Cn2c(CNc3nc4ccccc4n3CCN3CCOCC3)nc3ccccc32)cc1
→ -2.0	2	-2	-3	16	-9	-1	19	-7	7	0.0
> O=C(CC12CC3CC(CC(C3)C1)C2)NC(=S)N1CCCCC1
→ 0.5	3	3	0	5	.	4	-2	-1	-7	0.2

Reprinted from the part before: five compounds, followed by the next part.
| Structure | iPSC survival up | TRPM1 prom inh | Granule exo inh | NR2E3 ag-1 | HIF-2a inh | CaV13 ICDI inh | NR2E3 ag-2 | Peg3 promoter | Vif inh | PDI inh | aDG glyco act |
| --- | --- | --- | --- | --- | --- | --- | --- | --- | --- | --- | --- |
| COc1ccc(Cn2c(C)cc3c(c2=O)C(c2cccs2)C(C#N)=C(N)O3)cc1OC (stereo not given) | -0.9 | 13 | 1 | 16 | 6 | -3 | 1 | 7 | 10 | -4 | -0.1 |
| NC(=O)C1(N2CCCCC2)CCN(C(=S)Nc2ccccc2)CC1 | -0.2 | 10 | ? | 11 | 8 | -17 | -2 | 13 | -1 | 0 | -0.3 |
| O=C(c1cccc(S(=O)(=O)N2CCOCC2)c1)N1CCN(S(=O)(=O)c2cccc([N+](=O)[O-])c2)CC1 | -0.3 | 1 | 0 | -16 | 2 | -4 | . | 13 | -1 | -9 | -0.3 |
| c1ccc(Cn2c(CNc3nc4ccccc4n3CCN3CCOCC3)nc3ccccc32)cc1 | -2.0 | 2 | -2 | -3 | 16 | -9 | -1 | 19 | -7 | 7 | 0.0 |
| O=C(CC12CC3CC(CC(C3)C1)C2)NC(=S)N1CCCCC1 | 0.5 | 3 | 3 | 0 | 5 | . | 4 | -2 | -1 | -7 | 0.2 |
| O=C(/C=C/c1ccc([N+](=O)[O-])s1)N1CCN(c2ccccc2)CC1 | -0.4 | 50 | 0 | 0 | 1 | -7 | 0 | 37 | 13 | 4 | 0.1 |
| CCN1CCN(CCCNC(=O)CCCn2nc(C)c3sc4ccccc4c3c2=O)CC1 | -0.1 | 1 | -4 | -4 | -2 | -7 | 3 | 7 | 0 | 5 | -0.1 |
| CC(=O)NC(c1ccccc1)c1nc(/C=C/c2ccccc2)cs1 (stereo not given) | -1.5 | . | 7 | -71 | -113 | -5 | . | -17 | -3 | -7 | -0.1 |
| CC(=O)Nc1ccc(N2N=C(C)C(N=Nc3ccccc3)C2=O)cc1 (stereo not given) | -0.3 | 7 | -2 | -16 | -222 | -4 | 1 | -144 | 0 | -6 | 0.3 |
| CN(C)CCC(=O)N1C/C(=C/c2ccccc2)C(=O)/C(=C\c2ccccc2)C1 | 1.2 | 101* | 68* | 39 | 92* | -6 | . | 109* | 7 | -1 | -0.6 |
| COc1cccc(-c2oc3c(c2C(=O)OCCN(C)C)C(O)CCC3)c1 (stereo not given) | 1.2 | . | 4 | -9 | -2 | -6 | . | . | . | . | -0.2 |
| O=C(c1ccccc1)c1nccc2ccccc12 | -0.1 | -18 | -7 | 11 | -5 | -19 | 4 | -3 | 9 | 4 | -0.2 |
| O=C(NCC1CCCO1)c1ccc(N2CCCCC2)nc1 (stereo not given) | -2.5 | -31 | -1 | -41 | -132 | -8 | -2 | -95 | . | 8 | -0.1 |
| O=C(Nc1ccc(N2CCOCC2)cc1)C1CCCN(S(=O)(=O)c2cccc(C(F)(F)F)c2)C1 (stereo not given) | -2.1 | 6 | 3 | 1 | 12 | . | 3 | 13 | . | -3 | 0.3 |
| COc1cccc(/C=N/Nc2ncnc(N)c2[N+](=O)[O-])c1OC | -2.4 | 32 | 0 | -98 | 18 | . | 6 | 47 | -1 | -6 | 0.0 |
| CCOc1ccccc1N1CCN(Cc2cnc(-c3ccccc3)[nH]2)CC1 | -0.6 | -4 | -4 | 3 | 11 | -5 | 0 | 8 | -5 | 13 | 0.0 |
| O=S(=O)(Nc1ccccn1)c1ccc(-n2cccn2)cc1 | 0.0 | 8 | -3 | -14 | 14 | -7 | -2 | 3 | 14 | -4 | 0.0 |
| CN(CC(=O)Nc1ccc(Cl)c(C(F)(F)F)c1)C(=O)C1CC(=O)N(CCc2ccccc2)C1 (stereo not given) | -0.2 | -13 | 12 | -21 | 12 | -5 | . | 35 | -16 | 4 | 0.3 |
| O=C(OCC(=O)N1CCN(c2ccccc2)CC1)c1ccc(Cl)cc1[N+](=O)[O-] | -0.6 | -9 | -2 | 21 | 5 | -17 | 1 | 8 | -1 | 0 | 0.0 |
| N#Cc1c(C(F)(F)F)cc(-c2ccc(Cl)cc2)nc1SCC(=O)O | -0.5 | 26 | 0 | -15 | 21 | -2 | 1 | 15 | -7 | -1 | 0.0 |
| Cc1cccc(-c2noc(CN(C)S(=O)(=O)c3cc(Cl)ccc3Cl)n2)c1 | 1.3 | -1 | 9 | -18 | -30 | -7 | 1 | -9 | . | -3 | -0.2 |
| COc1ccc(C2C(C(=O)c3ccco3)=C(O)C(=O)N2CC2CCCO2)cc1OC (stereo not given) | -0.4 | 8 | -2 | -6 | 0 | -2 | 6 | 2 | ? | -4 | -0.1 |
| O=C(COc1ccc2c(-c3ccccc3)cc(=O)oc2c1)N[C@H](Cc1c[nH]c2ccccc12)C(=O)O | -0.4 | 12 | 0 | -6 | 20 | . | 3 | 1 | -9 | . | 0.1 |
| O=S(=O)(Nc1cccnc1)c1ccc(F)cc1 | -0.6 | 12 | -4 | -8 | 18 | -2 | 0 | 15 | -3 | -2 | 0.0 |
